High-throughput results as filed in PubChem BioAssay.
STK33 kinase inh = inhibitors of purified STK33 kinase, primary screen, biochemical, ADP-Glo luminescence, homogeneous, cell-free; Serine/threonine-protein kinase 33 (Homo sapiens), Q9BYT3; MBP phosphorylation; inhibition, % at 10 µM; 320,000 compounds, 0.073% hits;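 active = inhibition at or above 25%, using the most active replicate where run in duplicate; inactive = inhibition below 25%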
OX1R antag = antagonists of human orexin 1 receptor (OX1R); Orexin/Hypocretin receptor type 1 (Homo sapiens), O43613; OX1R-expressing cells, FRET antagonist read-out; inhibition, % at 6.6 µM; 330,000 compounds, 1.8% hits; AID 485270, 2010; in the data active = inhibition mostly above about 38%, no sharp cut-off; inactive = mostly below about 40%;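 note: 0% = agonist challenge alone and 100% = reference antagonist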
KCNQ2 block = KCNQ2 potassium channel inhibitors, primary screen, cell-based, CHO-K1, FluxOR thallium flux, B-score (AID 2156); Potassium voltage-gated channel subfamily KQT member 2 (Rattus norvegicus), O88943; 20 min; active compounds read low; B-score at 10 µM; 310,000 compounds, 1.1% hits;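 active = fluorescence ratio B-score at most minus 3 library SDs, with starting brightness B-score within 2 library SDs, cut at about -5.5 in these data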
Target sequence (O88943 whole entry, looked up): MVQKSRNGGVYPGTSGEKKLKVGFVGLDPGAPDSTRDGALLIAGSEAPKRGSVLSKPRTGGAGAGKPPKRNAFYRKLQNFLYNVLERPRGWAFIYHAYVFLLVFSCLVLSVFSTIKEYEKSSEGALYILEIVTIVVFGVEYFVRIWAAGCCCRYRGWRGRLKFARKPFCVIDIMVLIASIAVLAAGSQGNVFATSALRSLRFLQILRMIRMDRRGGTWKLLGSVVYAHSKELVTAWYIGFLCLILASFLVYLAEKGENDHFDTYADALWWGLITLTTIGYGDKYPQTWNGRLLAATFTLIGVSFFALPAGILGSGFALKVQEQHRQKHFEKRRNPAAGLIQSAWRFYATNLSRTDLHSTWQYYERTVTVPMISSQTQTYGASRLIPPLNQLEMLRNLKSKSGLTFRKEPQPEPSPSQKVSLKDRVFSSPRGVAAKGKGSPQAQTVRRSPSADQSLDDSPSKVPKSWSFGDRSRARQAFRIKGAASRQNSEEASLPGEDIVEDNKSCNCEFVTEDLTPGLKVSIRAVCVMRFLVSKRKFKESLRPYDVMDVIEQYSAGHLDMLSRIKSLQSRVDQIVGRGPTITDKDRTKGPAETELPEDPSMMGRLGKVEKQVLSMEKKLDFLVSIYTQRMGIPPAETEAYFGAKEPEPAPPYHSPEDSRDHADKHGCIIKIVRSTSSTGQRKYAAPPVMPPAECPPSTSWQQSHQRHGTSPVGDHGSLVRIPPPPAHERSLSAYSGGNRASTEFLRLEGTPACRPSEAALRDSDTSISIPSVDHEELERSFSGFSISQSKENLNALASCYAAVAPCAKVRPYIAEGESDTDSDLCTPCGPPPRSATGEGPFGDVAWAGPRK
The depositor's hits bear a star; i = inactive; . = not tested or not shown.

SMILES	STK33 kinase inh	OX1R antag	KCNQ2 block
CCN(CC)CCCN(Cc1cc2cc3c(cc2[nH]c1=O)OCO3)C(=S)NCCOC	-0.6	5.8	i
O=C(NCc1ccccc1)C1=C[C@@H](c2ccc(C(F)(F)F)cc2)C[C@@H](OCCCCO)O1	0.5	28.8	i
O=C(CC1CC2CCC1C2)Nc1nc(-c2ccccn2)cs1 (stereo not given)	0.5	37.0	i
CN1C2CCC1CC(N(CCc1ccccc1)C(=O)c1ccc(Cl)cc1)C2 (stereo not given)	-1.1	-7.3	i
CC(C)CCNC(=O)NC(=O)CSc1nnc(COc2ccccc2Cl)o1	0.2	4.5	i
CSc1nc2ccc(Cl)cc2[nH]1	-0.3	13.9	i
CN(Cc1cccs1)C(=O)c1cc(S(=O)(=O)N2CCOCC2)ccc1N1CCCC1	1.2	4.3	.
CC(O/N=C/c1ccccc1OC(F)F)C(=O)Nc1cccc(S(=O)(=O)N2CCOCC2)c1 (stereo not given)	0.5	0.8	i
Cc1ccccc1NC(=O)CCS(=O)(=O)c1ccc(Br)cc1	-0.5	-5.6	i
Cc1cc(C)cc(NS(=O)(=O)c2cc(Br)cnc2N)c1	-1.0	-2.8	i
COc1ccc(N2CCN(C(=O)C(=O)c3cn(CC(=O)N4CCCCCC4)c4ccccc34)CC2)cc1	-1.5	11.7	i
CC1CCCN(C(=S)SCC(=O)c2cc(Br)cc(Br)c2O)C1 (stereo not given)	-0.6	5.2	i

In a second layout: five of the compounds above
canonical_smiles | STK33 kinase inh | OX1R antag | KCNQ2 block
CSc1nc2ccc(Cl)cc2[nH]1 | -0.3 | 13.9 | i
O=C(NCc1ccccc1)C1=C[C@@H](c2ccc(C(F)(F)F)cc2)C[C@@H](OCCCCO)O1 | 0.5 | 28.8 | i
COc1ccc(N2CCN(C(=O)C(=O)c3cn(CC(=O)N4CCCCCC4)c4ccccc34)CC2)cc1 | -1.5 | 11.7 | i
CC(O/N=C/c1ccccc1OC(F)F)C(=O)Nc1cccc(S(=O)(=O)N2CCOCC2)c1 (stereo not given) | 0.5 | 0.8 | i
CN1C2CCC1CC(N(CCc1ccccc1)C(=O)c1ccc(Cl)cc1)C2 (stereo not given) | -1.1 | -7.3 | i

The results go on.
SMILES	STK33 kinase inh	OX1R antag	KCNQ2 block
O=C(O)/C=C/c1ccc(S(=O)(=O)N2CCN(CCN3C(=O)C4C5C=CC(C5)C4C3=O)CC2)cc1 (stereo not given)	0.3	8.6	i
Cc1cccc(C)c1Nc1nnc(SCC(=O)Nc2sccc2C#N)s1	-1.3	5.6	i
Cc1ccc(SCC(=O)Nc2cc(S(=O)(=O)N3CCCCC3)ccc2C)cc1	0.1	11.4	.
Cc1ccc(C)c(NC(=O)CN(C)C(=O)c2cccc(S(=O)(=O)N(C)C)c2)c1	3.1	8.4	i
Cc1nn(C)c2ncc(C(N)=O)c(Oc3cccnc3)c12	-0.9	3.6	i
N#CNC(=Nc1cccc(F)c1)SCc1cccc(F)c1	0.5	34.4	i
Oc1ccc(Br)cc1-c1nc2cnccn2c1NC1CCCC1	4.7	16.4	i
Cc1nc(SCC(=O)Nc2ccc3[nH]c(=O)[nH]c3c2)nc(C)c1C	-0.8	5.4	.
O=C(COc1ccc(S(=O)(=O)N2CCCC2)cc1)Nc1ccc(F)cc1	0.1	3.9	i
COC(=O)c1ccc(OCC(O)CN2CCN(CC(O)COc3ccc(C(=O)OC)cc3)CC2)cc1 (stereo not given)	-1.3	-8.1	i
COC(=O)c1[nH]nc2c1C(=O)N(C1CCCCC1)C2=O	-0.1	36.0	i
COc1ccc(/C=N/N=C2/NC(=O)C(c3ccccc3)S2)c(OC)c1 (stereo not given)	-2.2	8.4	i
CC1CC(C)CN(CCCNC(=O)COc2cc(=O)n(C)c3ccccc23)C1 (stereo not given)	-0.8	-0.7	i
Cc1cc(C(=O)Nc2cc(C)n(Cc3ccc(Cl)cc3)n2)no1	-1.4	12.3	i
Cn1cnnc1SCC(=O)c1ccco1	-0.9	13.0	i
CCOC(=O)c1c(C)[nH]c(C(=O)NCc2ccco2)c1C	0.9	10.0	i
O=C(CSc1nnc(C2CC2)n1CC1CCCO1)Nc1cccc(Cl)c1 (stereo not given)	1.1	16.4	i
COc1ccc(CC(=O)NCC2CCCN(Cc3ccc(OC(F)(F)F)cc3)C2)cc1 (stereo not given)	-1.8	6.3	i
CC(C)c1ccc(OCC(=O)NC2CC(C)(C)NC(C)(C)C2)c(Br)c1	-0.1	27.9	i
Cc1ccc(NC(=O)c2cccc(S(=O)(=O)N3CCCC3)c2)nc1	0.7	24.1	i
CCOc1cc2[nH]c(=S)n(C(C)C)c(=O)c2cc1OCC	-0.7	8.9	i
COCCN1C(=O)c2ccccc2C(C(=O)NCC2CCCO2)C1c1c[nH]c2ccccc12 (stereo not given)	0.0	2.3	i
Cc1ccc2nsnc2c1S(=O)(=O)Nc1ccccc1C(=O)O	-0.9	10.2	i
COCCCC1CCN(Cc2nc(Cc3ccccc3Cl)no2)CC1	-2.8	5.4	i

Sorted by length of the SMILES (rising): some entries from above
SMILES	STK33 kinase inh	OX1R antag	KCNQ2 block
Oc1ccc(Br)cc1-c1nc2cnccn2c1NC1CCCC1	4.7	16.4	i
Cc1nn(C)c2ncc(C(N)=O)c(Oc3cccnc3)c12	-0.9	3.6	i
Cc1cc(C(=O)Nc2cc(C)n(Cc3ccc(Cl)cc3)n2)no1	-1.4	12.3	i
O=C(COc1ccc(S(=O)(=O)N2CCCC2)cc1)Nc1ccc(F)cc1	0.1	3.9	i
CC(C)c1ccc(OCC(=O)NC2CC(C)(C)NC(C)(C)C2)c(Br)c1	-0.1	27.9	i
O=C(NCc1ccccc1)C1=C[C@@H](c2ccc(C(F)(F)F)cc2)C[C@@H](OCCCCO)O1	0.5	28.8	i

Following part
SMILES	STK33 kinase inh	OX1R antag	KCNQ2 block
O=S(=O)(c1cc(Cl)ccc1Br)N1CCOCC1	1.9	19.8	i
Cc1ccc(-c2nnc(Sc3nc4ccccc4o3)c3ccccc23)cc1	-2.6	5.0	i
N#Cc1ccc(N2Cc3ccccc3C2=NC(=O)c2cccs2)cc1	4.2	16.6	i
COc1ccc(-c2nnn(CC(=O)c3c[nH]c4ccccc34)n2)cc1OC	-2.6	15.4	i
CN(C)N1C(=O)CC(C)(c2ccc([N+](=O)[O-])cc2)C1=O (stereo not given)	-0.6	26.7	i
CCC/C=N/Nc1nc2ccccc2s1	0.3	18.7	i
O=C(CCS(=O)(=O)c1ccc(Cl)cc1)NC1CCCC1	1.3	8.2	.
COc1ccc(-c2cc(-c3ccc(C)cc3)n[nH]2)c(O)c1	0.0	0.2	i
CC1CCCC(NC(=O)Cn2cc3c(n2)CCCCC3)C1C (stereo not given)	0.8	4.7	i
Cc1cc(C)c(S(=O)(=O)N2CCCOC2CNC(=O)C(=O)NCCc2c[nH]c3ccccc23)c(C)c1 (stereo not given)	-2.4	35.5	i
CN1CCN(NC(=O)/C=C/c2ccc(Br)cc2)CC1	0.5	32.2	i
CSCc1ccc(C(=O)N2CCC(N3CCC(C(=O)NC(C)C)CC3)CC2)o1	-1.0	4.5	i
CC(=O)Nc1ccc(S(=O)(=O)N2CCN(CCCOc3cc(C)ccc3C)CC2)cc1	2.0	13.5	i
CC(C)(C)c1ccc(C(=O)Nc2cccc3ncccc23)cc1	1.0	20.7	i
c1ccc2cc(OCCOCCOc3ccc4ccccc4c3)ccc2c1	0.1	17.4	i
COc1cc(OC)cc(C(=O)N2CCN(Cc3ccccc3[N+](=O)[O-])CC2)c1	0.2	1.6	i
C=CCn1c(SCC(=O)NC)nc2sc3c(c2c1=O)CCC3	0.7	32.2	i
Cc1nnc(SCC(=O)NC2CCCC2)n1C(C)C	-1.7	7.2	i
CC/C(=N\O)c1ccc(O)c(OC)c1	-2.4	10.5	i
COc1cc2c(cc1OC)CN(C(=O)c1cccs1)CC2	1.1	18.9	i
Cc1oc(-c2cccc(Cl)c2)nc1CS(=O)(=O)CC(=O)NCCN1CCCC1	-1.4	14.3	i
CCOc1ccccc1CN1CCN(C2CCN(c3ccccc3F)CC2)CC1CCO (stereo not given)	-2.0	12.5	i
OCCCCNc1cccc2ccccc12	1.1	9.7	i
CCC(C)NC(=O)C1=CCN(S(=O)(=O)c2ccc(C)cc2)CC1 (stereo not given)	-1.2	2.0	i
COC(=O)c1ccc(C(=O)NC2CCSc3ccccc32)cc1 (stereo not given)	-5.2	5.2	i
Cc1cc2c(C)nc(-c3ccccc3)nc2o1	-1.0	10.7	i
COc1ccc(N(CC(=O)N/N=C/c2cccnc2)S(=O)(=O)c2ccc(C)cc2)cc1OC	-1.1	.	i
Cc1cc(C)nc(Nc2n[nH]c(-c3ccc(C(C)(C)C)cc3)n2)n1	-1.8	21.4	i
Cc1ccc(-c2cn(CCN)c(-c3ccncc3)n2)cc1	3.0	8.8	.
COc1ccc(Nc2ccc([N+](=O)[O-])cc2[N+](=O)[O-])cc1	-0.4	15.5	i
Cc1noc(/C=C/c2ccco2)c1S(=O)(=O)N1CCC(C(=O)NCc2ccco2)CC1	-0.4	2.8	i
CC(=O)NCCC(=O)Nc1ccc(C(N)=O)cc1	-1.5	12.3	i
NNC(=O)Cn1c(SCc2ccccc2)nc2ccccc21	0.2	7.9	i
CCOC(=O)Cn1c(=O)c2c(nc3n2CCCCN3c2ccc(C)cc2)n(C)c1=O	-1.2	17.8	i
COc1ccc(NC(=O)CSc2nnc(Cc3ccc(C)cc3)c(=O)n2N)cc1OC	-0.6	15.8	i
S=C(NC1CCCCC1)N1CCN(C/C=C/c2ccccc2)CC1	-1.1	-0.4	i
COC(=O)CCc1c(C)c(C#N)c2nc3ccccc3n2c1N1CCCC1	-1.6	12.7	i
CCCCn1c(CCNC(=O)CC)nc2ccccc21	-0.8	0.0	i
CC(=O)Nc1ccc([C@H]2[C@H](C)CC[C@H]3C(=O)N4[C@@H](CC[C@@H](C)[C@@H]4c4ccc(NC(C)=O)cc4)C(=O)N32)cc1	0.3	19.3	i
O=C(NC(=S)Nc1ccc(CN2CCCCC2)cc1)c1cc2ccccc2o1	-0.2	8.0	i
Cc1nnc2sc(-c3cccc(F)c3)nn2c1=O	1.5	39.3	i
CC(Sc1nnnn1C1CCCC1)C(=O)Nc1cccc(S(=O)(=O)N2CCOCC2)c1 (stereo not given)	0.3	4.2	.
NS(=O)(=O)c1ccc(CCNc2ncnc3c2c(-c2ccccc2)cn3-c2ccc(F)cc2)cc1	-1.5	30.2	i
C[C@H]1CC[C@@]2(O[C@@H](CCO)C[C@H](O)[C@H]2O)O1	-1.2	4.5	i
CC1CCCC(NC(=O)CSc2n[nH]c(=O)n2Cc2ccccc2)C1C (stereo not given)	-2.4	14.2	.
COc1ccc(N2CCN(C(=O)CCNS(=O)(=O)c3cccs3)CC2)cc1	-2.1	13.6	i
COc1ccc(C(=S)N2CCN(c3cccc(Cl)c3)CC2)cc1	-1.1	12.5	i
COc1ccc(C(=S)Nc2ccc(N(C)C)cc2)cc1	-0.5	40.9	i
O=C(Nc1ccccc1N1CCOCC1)c1cccc2c(Br)cccc12	0.0	13.7	i
CCCCCC(=O)N1CC2(CC(c3cccc(NC(=O)CC(c4ccccc4)c4ccccc4)c3)=NO2)C[C@@H]1C(N)=O (stereo not given in full)	-1.0	13.8	i
CCn1c(C)c(C)c2cc(C(=O)NCCCN3CCCCC3C)ccc21 (stereo not given)	-1.2	14.3	i
Cc1ccc(NS(=O)(=O)c2cc(C(=O)Nc3cccnc3)ccc2C)cc1	-0.7	.	i
O=C(O)C1CC1C(=O)Nc1nc2c(Cl)cccc2s1 (stereo not given)	0.0	-5.8	i
CCOC(=O)C1=C(N)N2C(=O)C(C)SC2=C(C(=O)OC)C1c1ccccc1OC (stereo not given)	-3.0	-4.6	.
C=CCNC(=S)NC(CC(=O)OC)c1ccc2c(c1)OCO2 (stereo not given)	0.2	10.0	i
COc1ccccc1-c1cc(C(=O)NCCc2ccccc2)no1	-1.7	21.9	i
COc1ccc2oc(C)c(C(N)=O)c2c1	0.3	7.5	i
COc1ccc(NC(=O)c2ccc3c(c2)CCN3S(=O)(=O)c2ccccc2)c(OC)c1	-1.3	2.1	i
O=C(NC(=S)Nc1cccnc1)c1cccc(Br)c1	-0.4	15.4	i
O=C(O)C1CCCCC1C(=O)Nc1ccc2c(c1)OCCO2 (stereo not given)	-0.7	13.5	i
Following part.
SMILES	STK33 kinase inh	OX1R antag	KCNQ2 block
Cc1cc(NC(=O)CSCC(=O)Nc2nc3ccccc3[nH]2)no1	0.2	5.5	i
COCCOC(=O)/C(C#N)=C/c1cn(Cc2ccccc2)nc1-c1cccnc1	-1.1	18.4	i
CCOC(=O)C1(CC)NC(c2ccc(OC)cc2OC)C2C(=O)N(C)C(=O)C21 (stereo not given)	-1.0	11.8	i
CCC1Oc2ccc(C)cc2N(CC(=O)NCCCN2CCCC2)C1=O (stereo not given)	-1.1	10.3	i
COC(=O)c1ccc(-c2nc(CN3CCN(Cc4cccc(C)c4)CC3)c(C)o2)cc1	0.2	8.5	i
CCOC(=O)C1=C(CN2CCN(c3ccc(F)cc3)CC2)NC(=O)NC1c1cccs1 (stereo not given)	0.9	-0.3	i
C=CCn1c(SCc2ccc(C(=O)NCCO)cc2)nc2ccccc2c1=O	-1.3	12.2	i
Cc1cc(C)c(C)c(S(=O)(=O)N2CCN(c3ncnc4ccccc34)CC2)c1C	-0.4	11.4	.
CO/N=C/c1c(-c2ccc(Cl)cc2)nc2cc(C)ccn12	0.2	15.3	i
CCCN1C(=O)/C(=C/c2ccc(C)o2)SC1=Nc1ccc(OC)cc1	-0.3	20.7	i
